Source: PubChem
Tb PGK inh: inhibitors of T. brucei phosphoglycerate kinase | PGK/GAPDH coupled, Kinase-Glo luminescence, 60 min | Potency, µM (titrated, usually from 57.5 µM), inactives show at the top dose activity change, negative = inhibition, actives largely listed as inhibitors | AID 602233 | P07378 | actives 0.043% (n = 380,000); note: potency is the fitted concentration of half-maximal effect; % is set by controls: 0 for no effect and ±100 for the full control effect; nearly all actives have a fitted effect of over 60% in size
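Luminescent ATP detection (Kinase-Glo Plus) follows a 60-minute room-temperature incubation, with wells lacking PGK as controls. Buffer: 100 mM TEA (pH 7.6), 5 mM MgCl2, 0.01% Tween-20. Coupling enzyme GAPDH (100 nM final) supplies unstable 1,3-BPG in-well.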
Pin1 inhibitor: human Pin1 inhibition. Q13526. Pin1 FP peptide displacement, HiFluor488, 10 min. AID 504891. actives 0.009% (n = 390,000). Potency, µM (doses to about 115 µM), inactives show at the top dose activity, negative = inhibition, hits mostly inhibitors; active = well fitted inhibition curve with a large enough effect in the polarisation, with a control signal flat, not every such curve was filed as active; inconclusive = small, poorly fitted or top-dose-only effect, or effect the other way, or a change in a side signal; inactive = no such curve, though single readings can be large or run the other way; the % refers to the polarisation; note: potency is the fitted concentration of half-maximal effect; % is set by controls: 0 for no effect and ±100 for the full control effect
PI4K2A inh: PI4K2A (human) kinase inhibition; Q9BTU6; purified PI4K2A, ADP-Glo luminescence, 1 h; stronger effect = lower value; activity change, negative = inhibition, % at 76.9 µM; actives 0.13% (n = 420,000); in the data active = activity change below about -50%; inconclusive = mostly about -30% to -49%;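 note: -100% = wells without enzyme as full effect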
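In this quantitative HTS, ADP production by PI4K2A was quantified luminescently after 1 h at ambient temperature; 100 microM adenosine served as plate-quality control.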
JMJD2A Tudor: inhibitors of human JMJD2A Tudor domain. AlphaScreen JMJD2A-Tudor / H3K4me3 peptide binding. Potency, µM (top dose mostly 114 µM), for the others: at the highest dose activity change, negative = inhibition, actives largely listed as inhibitors. actives 4.4% (n = 390,000); note: potency is the fitted concentration of half-maximal effect; % is set by controls: 0 for no effect and ±100 for the full control effect; nearly all actives have a fitted effect of over 50% in size
BAZ2B block: inhibitors of human BAZ2B bromodomain | AlphaScreen BAZ2B-H3K14Ac peptide displacement | Potency, µM (doses to about 114 µM), without a hit: top-dose activity change, negative = inhibition, hits mostly inhibitors | actives 4.4% (n = 360,000) | AID 504333; note: potency is the fitted concentration of half-maximal effect; % is set by controls: 0 for no effect and ±100 for the full control effect; nearly all actives have a fitted effect of over 60% in size
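Protein-peptide AlphaScreen: BAZ2B 50 nM, b-H3K14Ac 50 nM, 1x PBS pH 7.4 + 0.01% Tween-20. Preincubation 30 min RT; cpd 30 min RT (top 110 uM); beads 20 min RT, light-protected.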
G9a inh: inhibitors of human histone lysine methyltransferase G9a | Potency, µM (doses to about 102 µM), for the others: at the top dose activity, negative = inhibition, most hits filed as inhibitors | actives 8.8% (n = 350,000) | G9a H3K9 monomethylation, AlphaScreen, 2 h | AID 504332; note: potency is the fitted concentration of half-maximal effect; % is set by controls: 0 for no effect and ±100 for the full control effect; nearly all actives have a fitted effect of over 75% in size
Target sequence (Q96KQ7 913-1193 limits assumed): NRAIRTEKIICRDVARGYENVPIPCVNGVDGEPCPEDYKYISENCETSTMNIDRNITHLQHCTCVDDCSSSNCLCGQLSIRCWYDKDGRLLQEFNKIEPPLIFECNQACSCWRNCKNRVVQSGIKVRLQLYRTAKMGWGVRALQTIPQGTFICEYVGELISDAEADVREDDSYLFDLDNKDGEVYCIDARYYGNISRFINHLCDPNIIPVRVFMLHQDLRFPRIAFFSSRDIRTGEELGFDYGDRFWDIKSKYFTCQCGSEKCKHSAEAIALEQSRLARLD
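G9a (20 nM) preincubated 15 min RT with compounds, then 500 nM biotinylated H3K9 peptide and 20 uM SAM added; 2 h RT reaction. Monomethyl-H3K9 product detected by AlphaScreen with anti-H3K9me1 antibody, streptavidin donor and anti-rabbit IgG acceptor beads.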
HP1b binding inh: inhibitors of HP1-beta chromodomain binding to methylated histone tails | P83916 | AlphaScreen HP1-beta / biotin-H3K9me3 peptide binding | Potency, µM (doses to about 114 µM), for inactives: at the top dose activity change, negative = inhibition, most hits filed as inhibitors | actives 0.56% (n = 390,000) | AID 540317; note: potency is the fitted concentration of half-maximal effect; nearly all actives have a fitted effect of over 70% in size; inactives centre near 23
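AlphaScreen: HP1-beta (50 nM) preformed 30 min with biotin-H3(1-18)K9me3 peptide (50 nM) in PBS pH 7.4, 0.01% Tween-20. Compound added for 30 min at RT, then streptavidin donor/nickel chelate acceptor beads (10 ug/mL) for 30 min.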
GLS inh: inhibitors of human glutaminase (GLS); O94925; GLS enzymatic activity, qHTS titration; Potency, µM (doses to about 45.5 µM), for inactives: at the highest dose activity change, negative = inhibition, usual class: inhibitors; actives 0.21% (n = 410,000); AID 624170; note: potency is the fitted concentration of half-maximal effect; % is set by controls: 0 for no effect and ±100 for the full control effect
Target sequence (O94925 whole entry, looked up): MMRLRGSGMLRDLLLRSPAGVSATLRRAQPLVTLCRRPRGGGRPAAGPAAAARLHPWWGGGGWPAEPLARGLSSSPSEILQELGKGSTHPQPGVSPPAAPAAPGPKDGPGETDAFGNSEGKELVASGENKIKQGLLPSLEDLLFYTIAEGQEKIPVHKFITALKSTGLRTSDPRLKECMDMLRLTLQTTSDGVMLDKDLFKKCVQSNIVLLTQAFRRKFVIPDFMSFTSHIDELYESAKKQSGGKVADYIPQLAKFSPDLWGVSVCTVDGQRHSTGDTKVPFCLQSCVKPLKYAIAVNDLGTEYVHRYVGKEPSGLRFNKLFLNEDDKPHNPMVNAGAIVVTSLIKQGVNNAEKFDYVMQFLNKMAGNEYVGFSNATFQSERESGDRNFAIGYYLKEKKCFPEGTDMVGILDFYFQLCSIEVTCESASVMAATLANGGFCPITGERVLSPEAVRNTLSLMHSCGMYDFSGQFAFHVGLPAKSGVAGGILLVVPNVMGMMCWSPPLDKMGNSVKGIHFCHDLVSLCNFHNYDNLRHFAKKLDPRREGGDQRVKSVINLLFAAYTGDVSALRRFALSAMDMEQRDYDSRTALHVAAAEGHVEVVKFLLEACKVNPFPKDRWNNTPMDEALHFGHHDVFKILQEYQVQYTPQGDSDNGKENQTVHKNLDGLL
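Human kidney-isoform GLS in 45 mM KH2PO4 pH 8.2, 0.02% Tween-20, with compound, started with 1mM L-Glutamine (added stock). Glutamate oxidase/HRP/Amplex red coupled fluorescence read at start and after 30 min at RT.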
Pol eta inh: blocks human DNA polymerase eta activity | Q9Y253 | recombinant Pol eta, fluorescent DNA replication assay | Potency, µM (highest dose often 114 µM), without a hit: top-dose activity change, negative = inhibition, actives largely listed as inhibitors | actives 1.2% (n = 390,000); note: potency is the fitted concentration of half-maximal effect; % is set by controls: 0 for no effect and ±100 for the full control effect
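Pol eta (10 nM) was preincubated with compounds for 15 min at room temperature, after which fluorescent replication substrate (50 nM final) was added to start the reaction. Fluorescence was read kinetically at 0 and 10 min.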
* = called active by the depositor; i = inactive; ? = inconclusive; . = not tested or not shown; [ ] = remark or other dose. Unless noted, calls come from the whole dose curve; as a rule, active = well fitted curve in the direction sought with a large enough effect; inconclusive = small, poorly fitted or top-dose-only effect, or another doubt; inactive = no such curve, though single readings can be large; an effect the other way counts as inactive or inconclusive. An excerpt (hit frequency here may not be typical).

SMILES	Tb PGK inh	Pin1 inhibitor	PI4K2A inh	JMJD2A Tudor	BAZ2B block	G9a inh	HP1b binding inh	GLS inh	Pol eta inh
CCN(CC)CCCNC(=O)c1cc2c(=O)n(CC)c3ccccc3c2s1	0%	3%	-1	-5%	-17%	15%	42%[activator]	-11%	-10%
Cc1cccc(C)c1NC(=O)CN(C)C(=O)c1cc([N+](=O)[O-])ccc1N1CCOCC1	-3%	0%	-1	-13%	-14%	27%[59 µM]	15%	-8%	-11%
CN(C(=O)c1cccc(NC(=O)Cc2cccc([N+](=O)[O-])c2)c1)C1CCC1	-2%	-11%	-4	-35%	.	.	1%	3%	-21%
COc1ccccc1NC(=O)N(CCCN1CCOCC1)Cc1cc2cc3c(cc2[nH]c1=O)OCO3	15%	1%	-3	4%	-18%	-30%	28%	-7%	-3%
COc1ccc(-c2nc(CS(=O)(=O)CC(=O)NCc3ccccc3OC)c(C)o2)cc1	-10%	10%	-4	-14%	-14%[57.1 µM]	?	34%	15%	-6%
COc1cccc(OCc2nc3ccccc3[nH]2)c1	-15%	-10%	-7	-5%	-4%	18%	47%[activator]	6%	-10%
CCc1ccc(S(=O)(=O)c2cn(CC(=O)Nc3ccc(C)cc3)c3ccccc3c2=O)cc1	5%	12%	4	-19%	-13%	-23%[59 µM]	30%	-1%	-25%
O=C(N/N=C/c1ccccc1O)c1cc[n+]([O-])cc1	-2%	6%	-2	35µM*	20µM*	-4%	66%[activator]	2%	9%
O=C1CC(=O)CC(c2ccco2)C1	-18%	-6%	1	-27%	-28%	-41%[12.7 µM]	5%	2%	18µM*
O=C(NCc1cccs1)c1csc2ccccc12	i	0%	-1	12%	13%	?	47%[activator]	5%	-1%
CC(=O)c1cccc(CN2CCN(CC(C)C)C(CCO)C2)c1 (stereo not given)	-8%	-3%	3	-10%	4%	11%	18%	12%	-2%
O=C(c1cc([N+](=O)[O-])ccc1N1CCOCC1)N1CCCCC1	2%	6%	-2	-9%	8%	-5%[59 µM]	12%	2%	-14%
O=C(CCCN1C(=O)c2ccccc2C1=O)Nc1ccc(S(=O)(=O)N2CCCCC2)cc1	i	-15%	3	-14%	?	-17%[12.7 µM]	27%	-5%	-9%
OCC1OC(c2ccc(OCc3ccccc3)cc2OCc2ccccc2)C(O)C1O (stereo not given)	-9%	.	2	.	.	.	.	-3%	-4%
Cc1nc2ccc(S(=O)(=O)N(C)CC(=O)NCc3ccc4c(c3)OCO4)cc2s1	i	5%	-6	-8%	0%	10%[2.33 µM]	5%	2%	-5%
O=C1Cc2cc(S(=O)(=O)Nc3ccc(N4CCOCC4)cc3)ccc2N1	-14%	6%	-2	-18%	.	.	-1%	9%	?
COc1ccccc1NS(=O)(=O)c1cc(C(=O)NCCC(C)C)ccc1F	0%	-9%	-1	-9%	2%	13%	36%	-11%	-7%
COc1ccc(N2Cc3cccc(C(=O)Nc4ccc(C)cc4)c3C2=O)cc1	.	?	-5	?	.	?	-11%	-2%	.
COc1cccc(C(=O)Nc2c3c(nn2-c2cccc(C)c2C)CS(=O)(=O)C3)c1OC	-5%	8%	-12	-25%	3%	-32%	-19%	-10%	-7%
CN(C)/N=C/c1cn(-c2ccccc2)nc1-c1cccnc1	i	-13%	4	?	?	56µM*	-6%	15%	-5%
COc1ccc(NC(=O)C2CCN(S(=O)(=O)c3cccc(-c4noc(C)n4)c3)CC2)cc1OC	-5%	-10%	4	-26%	-18%	-1%[59 µM]	?	-2%	-3%
COCCn1c(SCC(=O)N2CCCc3ccccc32)nnc1-c1ccco1	3%	3%	4	-14%	-4%	8%[12.7 µM]	11%	7%	-6%
COc1ccc(-c2noc(C3CC(=O)N(c4ccc5c(c4)OCCO5)C3)n2)c(OC)c1 (stereo not given)	i	4%	-4	-31%	-21%	11%[59 µM]	1%	-8%	-7%
COc1ccc(/C=C2\Oc3cc(OCC(N)=O)ccc3C2=O)cc1OC	3%	27%	-8	-12%	2%	-9%	37%[activator]	1%	-23%
CC1CC(C)CN(CCCNC(=O)c2ccc3nc(N4CCCCC4)sc3c2)C1 (stereo not given)	-7%	2%	3	-5%	6%	.	30%	-13%	-14%

Part of the list above in order of molar mass, largest number first.
SMILES	Tb PGK inh	Pin1 inhibitor	PI4K2A inh	JMJD2A Tudor	BAZ2B block	G9a inh	HP1b binding inh	GLS inh	Pol eta inh
COc1ccc(NC(=O)C2CCN(S(=O)(=O)c3cccc(-c4noc(C)n4)c3)CC2)cc1OC	-5%	-10%	4	-26%	-18%	-1%[59 µM]	?	-2%	-3%
O=C(CCCN1C(=O)c2ccccc2C1=O)Nc1ccc(S(=O)(=O)N2CCCCC2)cc1	i	-15%	3	-14%	?	-17%[12.7 µM]	27%	-5%	-9%
CCN(CC)CCCNC(=O)c1cc2c(=O)n(CC)c3ccccc3c2s1	0%	3%	-1	-5%	-17%	15%	42%[activator]	-11%	-10%

Further results follow.
SMILES	Tb PGK inh	Pin1 inhibitor	PI4K2A inh	JMJD2A Tudor	BAZ2B block	G9a inh	HP1b binding inh	GLS inh	Pol eta inh
O=C(CCC(=O)N(CC(=O)NC1CCCC1)C1CCCCC1)Nc1ccccn1	-10%	-1%	-4	-6%	-17%	?	27%	-4%	-2%
CCOC(=O)Cn1c(=O)n(C2CCCCC2)c2nc(-c3ccc(Cl)cc3)nc(C(N)=O)c21	-4%	-1%	-1	4%	3%	-2%[59 µM]	32%[57 µM]	-10%	4%
Cc1ccc(S(=O)(=O)CCC(=O)Nc2nccs2)cc1	-10%	1%	0	-8%	3%	-33%[59 µM]	26%	1%	-3%
CCN(CC)c1cccc(OCC(=O)N2c3ccccc3CC2C)c1 (stereo not given)	-7%	13%	6	?	?	10µM*	-15%	29%	-15%
CC(C)(C)c1ccc(Oc2ncccc2NC(=O)c2cccs2)cc1	4%	-4%	3	0%	3%	-3%	41%[activator]	10%	-8%
CCOc1ccc(C(=O)NCC(=O)Nc2ncccc2C)cc1OCC	i	2%	-2	-5%	-8%	-3%[59 µM]	22%	24%	-16%
COc1ccc(C2OC(=O)Cc3cc(OC)c(OC)cc32)cc1 (stereo not given)	i	2%	1	0%[11.4 µM]	-21%	13%[59 µM]	46%[activator]	-9%	-13%
CC(=O)N(Cc1cc(=O)[nH]c2ccccc12)c1ccc(C)cc1	-3%	-2%	-1	1%	12%	32µM*	22%	14%	-11%
COc1ccc(S(=O)(=O)NCCC(=O)NC2CCCCCCC2)cc1	-13%	0%	1	0%	-6%	-13%[59 µM]	37%	-12%	-8%
O=C(CNCc1ccccn1)Nc1ccc([N+](=O)[O-])cc1C(=O)Nc1ccccc1F	-9%	-1%	-3	45µM*	18µM*	13%	13%	-4%	-14%
O=C1Nc2cc(C(=O)NCCCN3CCOCC3)ccc2S/C1=C/c1cccc(Cl)c1	-3%	-15%	1	-23%	?	27%	5%[57 µM]	8%	-5%
Cc1ccc(C(=O)N/N=C2\SCC(=O)N2c2cc(C)ccc2C)cc1	-3%	4%	4	1%	2%	19%[59 µM]	17%	4%	-11%
Cc1ccc(NC(=O)CN(C)C(=O)c2ccccc2Cc2ccccc2)cc1	15%	-24%	1	-10%	-3%	-1%	24%	0%	-25%
Cc1nn(C)cc1CNC(=O)Nc1ccc(Cl)c(Cl)c1	-12%	5%	6	2%	-12%	9%	27%	0%	-16%
CCOCCCNC(=O)C1CCN(C(=O)Nc2ccc(C)cc2)CC1	-6%	-6%	-4	-7%	8%	-2%	21%	-2%	-12%
CCOC(=O)C1(CC2CCCCO2)CCN(S(=O)(=O)c2ccccc2)CC1 (stereo not given)	3%	9%	2	-9%	-4%	.	32%	0%	-3%
CC(Sc1nnc(CC(C)c2ccccc2)n1N)C(N)=O (stereo not given)	i	7%	8	2%	-24%	13%	52%[activator]	-9%	-9%
CCNC(=O)CN1C(=O)NC(CCc2ccccc2)C1=O (stereo not given)	-1%	-1%	0	3%	-2%	2%	16%	8%	-9%
Cc1cc(C(=O)NNC(=O)c2cccc([N+](=O)[O-])c2)n[nH]1	-9%	1%	10	1%	-27%	?	49%[activator]	19%	-20%
CCCN(Cc1cccs1)C(=O)Nc1cc(OC)ccc1OC	-2%	4%	1	18%	12%	26%[59 µM]	46%[activator]	12%	-13%
COc1ccc(OCc2cccc(C(=O)Nc3ccc(CN4CCCCC4)cc3)c2)cc1	-7%	-1%	2	?	?	?	-20%	-6%	-20%
COc1ccccc1NC(=O)COC(=O)COc1ccccc1F	4%	-1%	-3	-15%	0%	?	22%	0%	-20%
Nc1n[nH]c(N)c1N=Nc1ccccc1	8%	0%	-1	-33%	-39%	-26%	7%	5%	-2%
CC(=O)N(CCN1CCOCC1)Cc1cc2cc3c(cc2nc1Cl)OCO3	-3%	-8%	1	6%	-24%	-5%	30%	-6%	-6%
CCOc1ccc(NC(=O)CCSc2nc(-c3ccc4c(c3)OCO4)cc(C(F)(F)F)n2)cc1	-9%	-9%	-10	-5%	-12%	-2%[59 µM]	23%	-3%	-5%
O=C1NC[C@H](c2ccccc2)N(CCc2cc(C(F)(F)F)cc(C(F)(F)F)c2)C1=O	9%	?	1	-17%	-12%	2%[12.7 µM]	41%[activator]	-4%	-30%
O=C(CSc1nc2nc(-c3cccs3)cc(C(F)(F)F)c2c(=O)[nH]1)Nc1c(F)c(F)c(F)c(F)c1F	-1%	-12%	1	-11%	-21%	-40%	28%	19%	-15%
CCOC(=O)C1(CC2CCCCO2)CCN(Cc2ccccc2-c2ccco2)CC1 (stereo not given)	i	10%	0	-34%	?	.	18%	-7%	-18%
Nc1ccc(C#Cc2ccc3sc4ccccc4c(=O)c3c2)cc1	-6%	5%	1	-22%	.	.	45%[activator]	5%	-13%
